Assay outcomes as filed in PubChem.
USP1-UAF1 inh – inhibitors of human USP1/UAF1 deubiquitinase | O94782 | recombinant USP1/UAF1, Ub-Rhodamine cleavage fluorescence | Potency, µM (top dose mostly 57.1 µM), without a hit: at the highest dose activity change, negative = inhibition, hits mostly inhibitors | hit rate 0.23% among 390,000 | AID 743255; note: potency is the fitted concentration of half-maximal effect; % is set by controls: 0 for no effect and ±100 for the full control effect; nearly all actives have a fitted effect of over 60% in size; inactives centre near -12
Target sequence (O94782 whole entry, looked up): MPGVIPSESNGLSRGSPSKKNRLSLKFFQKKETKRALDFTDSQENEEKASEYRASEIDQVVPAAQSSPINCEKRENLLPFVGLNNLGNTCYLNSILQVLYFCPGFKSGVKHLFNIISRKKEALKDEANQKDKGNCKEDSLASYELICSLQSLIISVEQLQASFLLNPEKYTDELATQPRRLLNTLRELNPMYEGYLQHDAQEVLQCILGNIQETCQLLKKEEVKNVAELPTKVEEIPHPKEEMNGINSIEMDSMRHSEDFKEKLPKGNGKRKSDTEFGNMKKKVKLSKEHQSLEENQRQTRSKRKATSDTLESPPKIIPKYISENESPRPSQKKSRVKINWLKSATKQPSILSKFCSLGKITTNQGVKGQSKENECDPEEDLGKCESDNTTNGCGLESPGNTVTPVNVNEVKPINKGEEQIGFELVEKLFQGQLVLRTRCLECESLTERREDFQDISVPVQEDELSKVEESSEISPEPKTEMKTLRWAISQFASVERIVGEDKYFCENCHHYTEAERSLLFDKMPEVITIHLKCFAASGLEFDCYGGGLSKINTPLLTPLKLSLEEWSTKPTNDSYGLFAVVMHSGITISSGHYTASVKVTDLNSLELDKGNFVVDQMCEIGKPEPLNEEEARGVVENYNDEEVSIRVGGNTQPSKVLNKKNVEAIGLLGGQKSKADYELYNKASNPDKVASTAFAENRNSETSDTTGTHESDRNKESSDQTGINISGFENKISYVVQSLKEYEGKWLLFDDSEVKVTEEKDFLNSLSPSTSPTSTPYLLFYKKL
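High-throughput fluorogenic screen: 1nM USP1/UAF1 complex, Ub-Rho substrate 150nM final, 50mM HEPES pH 7.8 with 0.5mM EDTA, 0.1 mg/ml BSA, 1mM TCEP and 0.01% Tween-20.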
LDHA block – LDHA (human) enzyme inhibition; activity change, % (values are at about 110 or 230 µM); P00338; purified LDHA, NADH/diaphorase-resazurin fluorescence; hits give low values; hit rate 0.15% among 480,000; in the data active = activity change below about -30%; inconclusive = mostly about -25% to -30%;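 note: plate controls were DMSO wells for no effect and wells without enzyme for full effect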
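Enzyme activity of human lactate dehydrogenase 5 (2 nM; 0.06 mM NADH, 0.2 mM pyruvate, 5 min, RT) is measured via a resazurin/diaphorase fluorescence readout of residual NADH.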
RXFP1 agonist – agonists of human relaxin receptor RXFP1. hit rate 0.3% among 370,000. HEK293T-RXFP1 cAMP TR-FRET, 30 min; response scale: percent of porcine relaxin response, buffer zero. Q9HBX9. Potency, µM (titrated, usually from 57.5 µM), for inactives: top-dose activation, hits mostly activators. AID 2676; note: potency is the fitted concentration of half-maximal effect; % is set by controls: 0 for no effect and ±100 for the full control effect; nearly all actives have a fitted effect of over 60% in size; many of its hits are not listed in these tables
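HEK293 cells stably expressing RXFP1, treated 30 min at 37C with compounds plus PDE4 inhibitor Ro 20174; cAMP measured by HTRF TR-FRET. Normalized to buffer and 29 nM porcine relaxin; EC50 by Hill fit.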
Vif-A3F inh – Vif-A3F binding inhibition; HeLa A3F-eYFP + Vif (tagged APOBEC3F with the HIV-1 protein that degrades it), YFP fluorescence increase; Potency, µM (series often up to 46.1 µM), inactives show at the highest dose activity, negative = active; hit rate 0.2% among 390,000; AID 602313; note: potency is the fitted concentration of half-maximal effect; % of control where 0% means no effect; nearly all actives have a fitted effect of over 65% in size
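HeLa cells stably expressing A3F-eYFP plus Vif, plated and incubated overnight at 37 deg C, then exposed to compounds overnight at 37 deg C. Blocked degradation read as raised yellow fluorescence (Ex 488/Em 500-530).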
PI4K2A inh – inhibitors of human PI4K2A; purified PI4K2A, ADP-Glo luminescence, 1 h; hits give low values; activity change, negative = inhibition, % at 76.9 µM; hit rate 0.13% among 420,000; in the data active = activity change below about -50%; inconclusive = mostly about -30% to -49%;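 note: -100% = wells without enzyme as full effect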
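PI4K2A activity was measured by ADP-Glo luminescence: enzyme (4 ug/mL stock) and phosphatidylinositol (1.2 mM stock) in Tris pH 7.5/MgCl2/EGTA/Triton X-100 buffer were reacted with ATP (300 microM stock) for one hour at ambient temperature.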
GRP78 ERSR act – induces the endoplasmic reticulum stress response in human glioma cells; U87-MG GRP78 promoter luciferase reporter, 16 h; Potency, µM, inactives show at the top dose activation, usual class: activators; hit rate 0.02% among 420,000; AID 602332; note: potency is the fitted concentration of half-maximal effect; series mostly up to about 76 µM; % of control where 0% means no effect; nearly all actives have a fitted effect of over 35% in size
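Stably transfected U87-MG human glioma cells carrying a GRP78-based luminescent sensor were seeded at 1000 cells/well, pin-dosed with compounds and incubated 16 h. Luciferase reagent was then added, and end-point luminescence was read after 10 min at room temperature.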
IDH1 R132H inh – inhibitors of human mutant IDH1 R132H; O75874; IDH1-R132H enzyme, NADPH consumption, diaphorase/resazurin fluorescence; Potency, µM (top dose mostly 76.6 µM), for the others: at the highest dose activity change, negative = inhibition, actives largely listed as inhibitors; hit rate 0.093% among 390,000; AID 602179; note: potency is the fitted concentration of half-maximal effect; % is set by controls: 0 for no effect and ±100 for the full control effect; nearly all actives have a fitted effect of over 65% in size
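IDH1-R132H (0.5 ug/mL dispensed) in pH 7.5 Tris buffer was preincubated 30 min with compound, then given a substrate mix of 0.016 mM NADPH and 2 mM alpha-KG for 80 min at room temperature; remaining NADPH was read by diaphorase/resazurin fluorescence.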
Vif-APOBEC3G blk – inhibitors of Vif-APOBEC3G interaction; hit rate 0.076% among 410,000; HeLa A3G-eYFP + Vif (tagged APOBEC3G with the HIV-1 protein that degrades it), YFP fluorescence, overnight; Potency, µM (doses to about 46.1 µM), for the others: at the top dose activity, negative = active, most hits filed as inhibitors; Q9HC16;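 note: potency is the fitted concentration of half-maximal effect; % is set by controls: 0 for no effect and ±100 for the full control effect; nearly all actives have a fitted effect of over 60% in size; hits raise eYFP signal because A3G escapes Vif-driven loss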
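HeLa cells stably expressing Vif and C-terminally eYFP-tagged A3G, seeded overnight at 37 deg C, then exposed to compound by pintool overnight at 37 deg C. Rise in yellow fluorescence (Ex 488/Em 500-530, Acumen) marks blocked Vif-driven A3G degradation.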
TrxR1 substrate – substrates of rat thioredoxin reductase 1. Potency, µM (top dose mostly 114 µM), inactives show top-dose activity change, negative = substrate turnover. purified TrxR1 substrate turnover, NADPH consumption readout. hit rate 0.01% among 390,000. O89049; note: potency is the fitted concentration of half-maximal effect; % is set by controls: 0 for no effect and ±100 for the full control effect; nearly all actives have a fitted effect of over 50% in size
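Rat TrxR1, dispensed at 90 nM, was prereduced with 400 uM NADPH (final) for 5 min at ~22 deg C, then incubated with compound 15 min before 400 uM selenite. A first-read NADPH fluorescence drop versus no-compound background flagged substrates.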
Active calls of the source: *; ? = inconclusive; · = not tested or not shown; & = joins results of further samples; [ ] = remark or other dose. Unless noted, calls come from the whole dose curve; as a rule, active = well fitted curve in the direction sought with a large enough effect; inconclusive = small, poorly fitted or top-dose-only effect, or another doubt; inactive = no such curve, though single readings can be large; an effect the other way counts as inactive or inconclusive. Only part of the results is shown; the hit share may differ from the screen's.

Fields: GRP78 ERSR act	USP1-UAF1 inh	IDH1 R132H inh	RXFP1 agonist	TrxR1 substrate	PI4K2A inh	Vif-APOBEC3G blk	Vif-A3F inh	LDHA block
- CC(=O)N1CCCc2cc(S(=O)(=O)N3CCCC(C(=O)Nc4cccc(F)c4)C3)ccc21 (configuration not stated)
    -5%&-2%	-18%&-9%	6%&-17%	0.1%&0.8%	0%	6&1	3%&1%	0%&2%	0&1
- COc1ccc(CNC(=O)C2CCN(S(=O)(=O)c3cccc(-c4noc(C)n4)c3)CC2)cc1
    1%	14%	-10%	2.4%	4%[57.1 µM]	-2	4%	-6%	-4
- Nn1c(Cc2cccc3ccccc23)nnc1SCC(=O)NC1CCS(=O)(=O)C1 (configuration not stated)
    -7%	-4%	-4%	1.5%	0%	2	1%	-4%	0
- COc1ccc(NC(=O)COC(=O)Cc2cccs2)cc1OC
    -2%	-15%	0%	1.1%	4%	-6	3%	8%	3
- CC(NC(=O)c1c(O)c2ccccc2[nH]c1=O)c1ccccc1 (configuration not stated)
    -9%	5%	1%	1.9%	5%[57.1 µM]	-2	-2%	-14%	-2
- COc1ccc(C2C3=C(CC(C)(C)CC3=O)Oc3ncn4nc(-c5cccnc5)nc4c32)cc1 (configuration not stated)
    -4%	-14%	-4%	·	2%	1	2%	2%	5
- NC(=O)C1CCN(CC(=O)Nc2cc(Cl)ccc2Oc2ccccc2)CC1
    -3%	-27%	-4%	-0.3%	3%[57.1 µM]	-1	-13%	-15%	-12
- O=C(Nc1ccc(Cl)c(S(=O)(=O)N2CCOCC2)c1)[C@@H]1CCCN1C(=O)c1cccs1
    0%	-17%	0%	1.6%	-6%	-4	-4%	2%	-9
- CCC1=NN(C(=O)CCc2ccccc2)C(O)(C(F)(F)F)C1 (configuration not stated)
    0%	-9%	-3%	-1.3%	6%	-4	0%	-2%	-12
- COc1cccc(NC(=O)CN(C)C(=O)c2cccc(S(=O)(=O)Nc3ccccc3OC)c2)c1
    3%	-14%	2%	-0.3%	-6%	-2	0%	2%	-12
- COc1ccc(C)cc1NS(=O)(=O)c1cccc2nonc12
    -3%	-16%	1%	-0.2%	2%	-1	0%	-2%	0
- Cc1oc2c(C)c3oc(=O)c(CCC(=O)NCCN4CCOCC4)c(C)c3cc2c1C
    -1%	-19%	-1%	2.4%	8%	-1	-3%	-2%	-1
- Cc1oc2ccc(O)cc2c1C(=O)c1ccc(Cl)cc1
    3%	-18%	5%	-0.2%	-6%[57.1 µM]	5	0%	-4%	1
- CCC(C(=O)Nc1ccc(N2CCOCC2)c(S(=O)(=O)Nc2ccccc2OC)c1)c1ccccc1 (configuration not stated)
    -1%	?	2%	·	-13%	-4	0%	-6%	3
- O=C(Cn1ncc2c(Cl)cccc21)NCc1cccc(Br)c1
    -1%	3%	11%	-1.9%	7%	0	-2%	-2%	-4
- CC(Sc1nnc(COc2ccc(Cl)cc2)o1)C(=O)Nc1ccc(N2CCOCC2)cc1 (configuration not stated)
    -3%	0%	1%	-1.5%	-1%	-4	0%	1%	-4
- COc1ccc(Cn2ccnc2SCC(=O)Nc2cc(C(F)(F)F)ccc2Cl)cc1
    -4%	?	-12%	1.7%	1%[57.1 µM]	5	8%	4%	6
- O=C(NCCOc1ccccc1)C1CCC(=O)N(CCCN2CCCC2=O)C1 (configuration not stated)
    -4%	3%	0%	0.9%	-6%	-1	0%	-9%	-11
- O=C(Nc1ccc(Cl)cc1)C1CCC(CNS(=O)(=O)c2ccc(Br)s2)CC1 (configuration not stated)
    10%	-23%	-6%	1.6%	-6%	6	-5%	-10%	-14
- CC(NC(=O)CSc1nc(-c2ccccc2F)nc2cc(=O)[nH]n12)c1nc2ccccc2n1C (configuration not stated)
    -3%	-11%	-6%	9.0%	6%[57.1 µM]	-2	-2%	?	1
- CC(CNCC1CCCO1)COc1cccc2ccccc12 (configuration not stated)
    -4%	-12%	4%	1.1%	4%	12	-3%	-1%	1
- O=C(NCc1cccnc1)c1cc([N+](=O)[O-])ccc1N1CCOCC1
    2%	-23%	0%	?	1%	-5	0%	-15%	-5
- O=C(NCCc1ccc(Cl)cc1)Nc1ccc(Cl)cc1
    3%	-13%	11%	1.9%	2%	0	-5%	0%	-3
- Cc1nn(-c2ccc(F)cc2)c(-n2cccc2)c1C(=O)N1CCN(c2ccccc2F)CC1
    -2%	-15%	-11%	-0.1%	-9%	0	1%	4%	-12
- O=C(NCc1ccco1)c1ccc(C(=O)NCc2ccco2)cc1
    -3%	-3%	0%	·	12%[57.1 µM]	0	1%	16%	-6
- O=c1c2cnn(-c3ccccc3)c2ncn1Cc1ccccc1
    -3%	-5%	2%	0.5%	8%[57.1 µM]	7	-2%	8%	-5
- COc1cc(/C=C2/C(=O)NN(c3ccc(Cl)cc3)C2=O)cc(OC)c1O
    -2%	?	9%	0.8%	-10%	-14	-3%	-1%	0
- O=[N+]([O-])c1cc(Br)cc(C=Nc2ccc3c(c2)OCO3)c1O
    2%	-23%	0%	0.4%	-14%	0	0%	-2%	8
- COC(=O)[C@H]1CN(C(=O)c2ccccc2)C(=O)N1
    -1%	-25%	-2%	-0.2%	7%	-3	2%	-4%	-7
- Cc1nc2c(-c3ccc(F)cc3)c(C)nn2c(N2CCOCC2)c1C
    1%	-7%	6%	2.1%	6%	0	1%	·	3
- Brc1ccc(-c2nc3ccccc3s2)s1
    -1%	-11%	0%	?	5%	-15	-6%	-2%	3
- CC1(c2ccc(OC(F)F)cc2)NC(=O)N(CC(=O)Nc2ccc3[nH]c(=O)[nH]c3c2)C1=O (configuration not stated)
    -1%	-4%	6%	-1.0%	0%[57.1 µM]	-1	-1%	-4%	-8
- CCc1cc(C(=O)NC(C)C2CCCO2)cs1 (configuration not stated)
    -3%	-21%	-7%	2.8%	1%	5	0%	-8%	-1
- CCOC(=O)/C(C#N)=C/c1c[nH]c2ccccc12
    9%	-9%	3%	-0.2%&1.1%	3%	-5	-24%	-38%	-8
- O=C(Nc1cccc2c1CCCC2)c1cc(C2CCCCN2S(=O)(=O)c2cccs2)on1 (configuration not stated)
    -3%	·	·	·	·	1	3%	·	-5
- COc1ccc(/C=N/Nc2ccc(C(F)(F)F)cc2[N+](=O)[O-])cc1O
    -3%	-16%	1%	1.6%	4%[57.1 µM]	7	-6%	1%	-4
- COc1ccc(NC(=O)c2ccc(NC(=O)COC(=O)CC(NC(=O)c3ccccc3Cl)c3ccccc3)cc2)cc1 (configuration not stated)
    -2%	-17%	-3%	0.8%	2%	-3	-6%	4%	-4
- CC1=NN(C(N)=S)C(=O)C1N=Nc1cc(Cl)ccc1Cl (configuration not stated)
    -2%	-30%	17%	-0.1%	-1%	11	-22%	-4%	0
- O=C(Cn1nc(C(=O)O)c2ccccc2c1=O)Nc1ccccc1C(F)(F)F
    -4%	-22%	8%	5.2%	19%[57.1 µM]	-7	0%	3%	0
- CC1CC(=O)c2cnc(NCC3CCCO3)nc2C1 (configuration not stated)
    -2%	-25%	0%	3.5%	-9%[57.1 µM]	-4	0%	-11%	4
- O=C(NCCC(c1ccccc1)c1ccccc1)c1cccs1
    -4%	-21%	12%	4.6%	-23%[57.1 µM]	2	-1%	-3%	-6
- Cc1ccc(NC(=O)C(C)Sc2nc3c(c(=O)[nH]2)CCCC3)cc1Cl (configuration not stated)
    -2%	?	11%	?	39%[activator]	2	-4%	1%	-3
- O=C(NCCC1=CCCCC1)c1cc(S(=O)(=O)N2CCOCC2)ccc1F
    3%	-2%	-10%	-0.3%	-2%	-1	-3%	5%	-10
- Cc1ccc(S(=O)(=O)C2(S(=O)(=O)c3ccc(C)cc3)CC2)cc1
    -2%	5%	4%	-0.4%	2%[57.1 µM]	-1	0%	-5%	-5
- COc1cc(/C=N/NC(=O)Cn2cnc3c2c(=O)n(C)c(=O)n3C)cc(OC)c1OC
    -3%	-9%	-3%	19%	11%[57.1 µM]	-2	0%	-15%	-4
- Cc1ccc(-n2nc(C(=O)Nc3ccc(F)cc3Cl)c(=O)n(C)c2=O)cc1
    -1%	-8%	5%	4.2%	-1%[57.1 µM]	1	-7%	4%	-1
- COc1cc2ccccc2cc1C(=O)Nc1cccc(-c2nc3ccccc3o2)c1
    1%	-16%	0%	2.6%	32%[activator]	0	-5%	2%	-3
- CCOc1cc(NC(=S)NCCOC)c(OCC)cc1NC(=O)c1cccs1
    -1%	1%	4%	-2.5%	-7%	4	-2%	8%	-11
